MC4R ag barr – activates human MC4R beta-arrestin recruitment; 360,000 compounds, 0.98% hits; activation, % at 8.9 µM; U2OS MC4R beta-arrestin complementation, luminescence; percent of melanotan II response, DMSO zero; P32245; AID 540308;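 active = activation above a per-plate cutoff, the mean activation of sample wells on that plate plus 3 SD, cut at about 8% in these data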
Target sequence (P32245 whole entry, looked up): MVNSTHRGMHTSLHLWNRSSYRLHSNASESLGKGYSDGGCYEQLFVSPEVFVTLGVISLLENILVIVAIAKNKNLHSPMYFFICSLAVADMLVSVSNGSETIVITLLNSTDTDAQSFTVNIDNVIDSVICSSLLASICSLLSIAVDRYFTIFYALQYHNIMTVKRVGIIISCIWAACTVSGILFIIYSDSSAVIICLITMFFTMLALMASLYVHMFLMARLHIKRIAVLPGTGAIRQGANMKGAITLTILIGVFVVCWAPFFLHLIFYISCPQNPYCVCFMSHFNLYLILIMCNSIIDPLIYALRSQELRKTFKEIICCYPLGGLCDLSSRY
CaV13 FRET inh – Primary screen for inhibitors of IQ motif and Ca2+-dependent inactivation inhibitor domain binding in CACNA1D, Förster resonance energy transfer in living cells, …; HEK cells, CFP/YFP FRET ICDI-IQ, plate reader, 10 min; percent FRET-ratio fall versus neutral wells; 340,000 compounds, 0.098% hits; inhibition, % at 12.3 µM;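 active = mean replicate inhibition of at least 30% and at least 1% of replicates passing that level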;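 note: 0% = median of the neutral control wells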
Glyco luc inh – blocks N-linked glycosylation in D54 reporter cells. D54 ERlucT glycosylation luciferase reporter, 24 h; percent of 100 nM tunicamycin response. reporter increase, % at 12.5 µM. 360,000 compounds, 0.23% hits;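 active = mean luciferase reporter signal, scaled so untreated is 0 and the glycosylation-blocking control 100, at or above a set limit in every replicate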;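 note: luciferase carries N-glycosylation sites so blocking glycosylation raises the light; 0% = median of neutral control wells and 100% = median of 100 nM tunicamycin wells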
MC4R antag cAMP – human MC4R antagonism in cAMP assay. inhibition, % at 6.5 µM. P32245. 360,000 compounds, 0.48% hits. MC4R-expressing cells, MTII-stimulated cAMP, LANCE TR-FRET;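 active = inhibition above its plate's cutoff, the mean of tested wells on that plate plus 3 SD, cut at about 29% in these data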;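 note: 0% = Melanotan II alone and 100% = Melanotan II plus saturating MCL0020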
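system = U2OS cells with stable human MC4R expression | also added = Melanotan II challenge after compound preincubation | dosing = one concentration, 6.5 µM nominal | incubation = compound 30 min, challenge 1 h, detection 1 h | measured by = TR-FRET with Eu-cAMP and labeled anti-cAMP, 671 nm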
ABCB6 inh MLPCN – inhibitors of human ABC transporter ABCB6 | K562-ABCB6 porphyrin accumulation, flow cytometry, 1 h; stronger effect = lower value | fluorescence ratio to DMSO, % at 10 µM | 360,000 compounds, 0.19% hits | AID 602162;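 active = fluorescence ratio to DMSO below 75%, the collection mean minus 3 SD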;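 note: signal is porphyrin accumulated inside mitochondria; 100% equals median channel fluorescence of DMSO control wells; lower ratio means ABCB6 inhibition with less porphyrin fluorescence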
Cardio protect – protects H9c2 cardiomyocytes from peroxide injury; H2O2 injury protection, ATPLite, 2 h; protection from H2O2 cell death, % at 20 µM; 360,000 compounds, 0.63% hits; AID 588492;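 active = compounds giving at least 50% protection of heart cells from peroxide-induced death in the single-dose screen, raw or plate-pattern-corrected value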;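 note: 0% = DMSO wells with peroxide and 100% = DMSO wells without peroxide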
Granule exo inh – blocks lytic granule exocytosis | 360,000 compounds, 0.66% hits | inhibition, % at 10 µM | TALL-104 LAMP-1 surface exposure, flow cytometry; cells stimulated with thapsigargin and PMA;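 active = inhibition above about 55%, limit read from the data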
ABHD5-PLIN5 inh – ABHD5-PLIN5 protein interaction inhibition; Q00G26+Q8WTS1; Split G. princeps luciferase complementation, luminescence, 4 h; inhibition, % at 4 µM; 360,000 compounds, 0.78% hits;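 active = inhibition above the mean inhibition across every tested compound plus 3 SD, cut at about 22% in these data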;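 note: 0% = DMSO only wells and the 100% control is not disclosed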
HTR2A ag – activates the mouse 5-HT2A serotonin receptor; P35363; 360,000 compounds, 0.66% hits; CHO-K1 mHTR2A beta-arrestin complementation, luminescence; percent of 30 µM serotonin response; AID 624169; activation, % at 7.6 µM;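 active = activation above a run cutoff, the mean activation of all tested compounds plus 3 SD, cut at about 14% in these data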;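 note: 0% = plate median of compound wells and 100% = 30 µM serotonin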
PDI inh – PDI (human) enzyme inhibition; AID 588391; 350,000 compounds, 0.052% hits; inhibition, % at 10 µM; PDI insulin aggregation turbidity, A650, 90 min;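 active = mean inhibition across replicates of 30% or more, whatever share of single replicates reach that level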;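 note: absorbance from insulin aggregation driven by PDI reduction with DTT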
Target sequence (P07237 whole entry, looked up): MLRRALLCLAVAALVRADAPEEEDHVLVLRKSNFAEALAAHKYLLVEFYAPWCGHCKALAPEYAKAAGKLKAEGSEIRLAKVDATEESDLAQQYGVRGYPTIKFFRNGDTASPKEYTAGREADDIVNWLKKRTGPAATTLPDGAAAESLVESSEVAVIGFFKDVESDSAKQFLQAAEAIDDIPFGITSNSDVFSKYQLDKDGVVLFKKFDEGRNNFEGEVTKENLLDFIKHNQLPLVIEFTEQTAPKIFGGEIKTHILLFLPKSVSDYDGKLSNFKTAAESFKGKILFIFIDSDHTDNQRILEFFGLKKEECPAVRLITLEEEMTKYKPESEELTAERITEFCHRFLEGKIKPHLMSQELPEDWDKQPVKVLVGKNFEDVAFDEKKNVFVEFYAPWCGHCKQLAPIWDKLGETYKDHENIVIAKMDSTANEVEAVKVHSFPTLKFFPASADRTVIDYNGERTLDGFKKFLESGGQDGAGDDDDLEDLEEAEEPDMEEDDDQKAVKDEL
* hit, by the source's call; . = not tested or not shown. The order is random. About 4.2% of those tested had a hit in this group.

SMILES	MC4R ag barr	CaV13 FRET inh	Glyco luc inh	MC4R antag cAMP	ABCB6 inh MLPCN	Cardio protect	Granule exo inh	ABHD5-PLIN5 inh	HTR2A ag	PDI inh
CC(C)(C)n1nc2c(c1NC(=O)c1ccc(S(=O)(=O)N3CCCCC3)cc1)CS(=O)C2 (centres undefined)	2.1	-5.6	1.7	5.9	100.0	-2.4	0.6	-0.5	-0.1	0.0
Cc1cc(CCN2CCC(=O)NC2=S)ccc1OC(C)C	-1.4	-5.7	-2.2	14.0	97.0	-6.6	-2.4	-2.7	2.6	-6.2
CCCNc1[nH]c(=O)n(C)c(=O)c1N=O	-0.7	-0.2	1.5	-7.0	89.0	1.9	-2.6	6.2	2.3	5.0
O=C(COC(=O)CCC(=O)c1cccs1)NCc1ccc(Cl)cc1	0.8	-1.8	-0.2	0.5	96.0	-4.6	1.5	0.6	8.2	-2.7
CN1CCN(S(=O)(=O)c2cccc(C(=O)Nc3cccc(S(N)(=O)=O)c3)c2)CC1	-0.6	-5.0	2.4	4.3	96.0	3.4	-2.0	0.2	8.4	2.2
O=C(Nc1nnc(Cc2ccc(Cl)cc2)s1)c1ccco1	-1.4	.	1.2	0.4	96.0	9.9	-4.7	5.8	-1.1	-1.5
O=C(NN/C(=N/S(=O)(=O)c1ccc(Cl)cc1)c1ccccc1)c1cccc(Cl)c1	3.1	-3.0	-7.6	21.3	105.0	-9.8	-5.1	14.5	2.6	-9.8
CCOC(=O)N1CCN(CCC(=O)Nc2cc(C)ccc2C)CC1	-2.2	-4.8	0.8	9.4	84.0	9.0	-3.2	-2.8	3.7	7.6
COc1ccc([N+](=O)[O-])cc1N(CC(=O)NC1CCCCC1)S(C)(=O)=O	-0.7	-6.6	1.0	3.8	99.0	1.3	-0.4	-1.0	-5.6	4.1
COC(=O)c1c(-c2ccccc2Cl)noc1/C=C/N(C)C	-1.9	-55.6	2.4	-3.9	100.0	-4.4	4.8	-2.4	2.1	0.3
CCOc1ccc(C(=O)NCCCCNC(=O)c2ccc(OCC)cc2)cc1	2.2	-5.6	2.0	-7.3	94.0	2.9	-1.5	1.4	1.2	-2.3
COc1ccc(OC)c(-n2c(=S)[nH]c3cc(C(=O)N4CCC(C(N)=O)CC4)ccc3c2=O)c1	-1.1	-5.3	2.3	6.5	100.0	16.1	-3.3	2.6	2.2	-6.8
COc1ccc(CNC(=O)c2ccc(-c3cccnc3)c3ccoc23)cc1OC	1.3	-5.6	-4.7	10.1	98.0	0.1	-4.4	17.6	3.5	-14.5
CCCC1NC(=O)c2cc3ccccc3cc2-n2c1nc1ccc(F)cc1c2=O (centres undefined)	0.8	-5.2	4.7	3.7	101.0	11.0	-3.0	-2.4	-1.5	5.1
Cc1cccc(NCC(=O)N/N=C/c2cccc(Br)c2)c1	1.2	-1.2	0.5	16.0	100.0	-8.6	2.6	1.3	-5.4	-0.3
O=S(=O)(NC1=NCCC1)c1cccc(NC(=S)Nc2ccc(OC(F)F)cc2)c1	-0.3	-5.7	2.6	3.7	98.0	-3.1	0.0	-14.4	0.8	0.5
COc1ccc(NC(=O)C(=O)N2N=C(C(C)C)CC2(O)C(F)(F)F)cc1 (centres undefined)	1.4	-4.3	0.8	16.1	94.0	-3.9	2.2	7.8	-2.0	-1.5
CC(C)N(CCNC(=O)C1CCC(=O)N1Cc1ccc(F)cc1)Cc1ccccc1 (centres undefined)	-1.2	.	-2.7	-3.7	105.0	2.1	1.3	-4.6	-5.2	16.0
C=CCSc1ncnc2sc(C)c(C)c12	-2.5	-5.1	2.0	7.6	101.0	-5.8	4.2	3.1	-2.8	2.9
O=C(CC1C(=O)NCCN1Cc1ccc(-c2ccccc2)cc1)NCCCn1cccn1 (centres undefined)	1.9	-6.4	-0.2	1.3	80.0	-4.8	1.9	1.5	5.2	0.3
N#Cc1ccc(C23CC4(C2)[C@H](CN(Cc2ccc(-c5ccccc5)cc2)[C@@H]4c2ccccc2)C3c2ccc(Cl)nc2)cc1 (some centres undefined)	-1.6	-4.5	-2.8	8.6	98.0	-16.8	16.1	0.7	1.4	-2.6
CCn1c(O)c(N=NC(=O)c2cccs2)c2ccccc21	-2.7	-1.0	6.2	-7.6	105.0	10.5	2.3	-0.1	0.4	-4.2
O=C(OCCCC(=O)N1CCOCC1)c1ccccc1	-0.5	-5.1	-0.7	0.3	96.0	6.7	-0.5	-6.1	2.9	-5.5
C/C(=N\NC(=O)c1cccc(S(=O)(=O)N2CCCC2)c1)c1ccco1	-1.1	-4.2	0.4	0.3	97.0	17.3	-0.3	-1.2	-5.1	7.1
O=C(OCC(=O)N1CCCc2ccccc21)c1cc(Cl)ccc1O	3.2	-8.9	1.9	-3.4	103.0	-5.1	-0.8	1.9	0.8	-4.9

Copied from the entries so far for reference:
SMILES	MC4R ag barr	CaV13 FRET inh	Glyco luc inh	MC4R antag cAMP	ABCB6 inh MLPCN	Cardio protect	Granule exo inh	ABHD5-PLIN5 inh	HTR2A ag	PDI inh
CC(C)(C)n1nc2c(c1NC(=O)c1ccc(S(=O)(=O)N3CCCCC3)cc1)CS(=O)C2 (centres undefined)	2.1	-5.6	1.7	5.9	100.0	-2.4	0.6	-0.5	-0.1	0.0
Cc1cc(CCN2CCC(=O)NC2=S)ccc1OC(C)C	-1.4	-5.7	-2.2	14.0	97.0	-6.6	-2.4	-2.7	2.6	-6.2
CCCNc1[nH]c(=O)n(C)c(=O)c1N=O	-0.7	-0.2	1.5	-7.0	89.0	1.9	-2.6	6.2	2.3	5.0
O=C(COC(=O)CCC(=O)c1cccs1)NCc1ccc(Cl)cc1	0.8	-1.8	-0.2	0.5	96.0	-4.6	1.5	0.6	8.2	-2.7
CN1CCN(S(=O)(=O)c2cccc(C(=O)Nc3cccc(S(N)(=O)=O)c3)c2)CC1	-0.6	-5.0	2.4	4.3	96.0	3.4	-2.0	0.2	8.4	2.2
O=C(Nc1nnc(Cc2ccc(Cl)cc2)s1)c1ccco1	-1.4	.	1.2	0.4	96.0	9.9	-4.7	5.8	-1.1	-1.5

Carrying on.
SMILES	MC4R ag barr	CaV13 FRET inh	Glyco luc inh	MC4R antag cAMP	ABCB6 inh MLPCN	Cardio protect	Granule exo inh	ABHD5-PLIN5 inh	HTR2A ag	PDI inh
CC1CC1C(=O)OCC(=O)Nc1cccc([N+](=O)[O-])c1 (centres undefined)	-1.8	3.5	1.5	9.8	97.0	1.8	0.5	-5.0	-0.6	4.0
O=C(OCc1cccc([N+](=O)[O-])c1)c1ccc2ccccc2n1	-1.1	-2.1	2.2	15.2	101.0	-8.4	-6.9	-3.9	-4.9	-3.7
CCCNC(=O)C1CCCN(S(=O)(=O)c2ccc3c(c2)CC(C)N3C(=O)C2CC2)C1 (centres undefined)	2.4	-4.9	0.7	19.6	103.0	-7.0	4.9	-12.2	13.2	3.5
CN(C(=O)COC(=O)CCC(=O)c1ccccc1)c1c(N)n(Cc2ccccc2)c(=O)[nH]c1=O	-1.0	-3.5	0.9	11.6	101.0	-4.7	29.6	-16.0	-1.2	2.7
O=C(Nc1ccc(F)cc1F)c1cncc(Br)c1	-1.0	-1.7	-3.6	13.4	94.0	1.1	-1.1	-5.7	3.0	-4.2
C=CCn1c(SCC(=O)Nc2cc(C)on2)nc2sc(C)c(C)c2c1=O	-0.7	-2.6	-0.1	-2.5	94.0	-11.0	0.3	-4.2	2.5	5.1
COC(=O)c1ccc(COc2ccc3c(C)c(C)c(=O)oc3c2)o1	-1.2	.	-3.7	0.7	100.0	4.1	-6.9	-0.2	2.4	-6.0
CC(C)N=C1NN=C(c2cccs2)C(CC(=O)O)S1 (centres undefined)	-1.7	-7.3	0.1	0.8	97.0	1.9	2.3	-22.0	2.3	-6.7
CS(=O)(=O)N1CCCC(C(=O)NCCN2CCC(Cc3ccccc3)CC2)C1 (centres undefined)	-2.6	-5.1	-0.1	10.6	102.0	-2.7	5.8	5.7	-1.7	-5.4
CCn1c(=O)cc(SCC(=O)NCCCN2CCN(c3ccccc3F)CC2)c2ccccc21	-0.7	-7.7	14.3	0.6	100.0	3.4	5.4	-1.6	28.2*	-12.4
CCOC(=O)c1nn(-c2ccc3c(c2)CCN3C(C)=O)cc1O	1.2	-8.5	-17.9	7.5	96.0	-11.0	1.5	4.7	-0.1	-7.6
COc1ccc(C(=O)NNC(=O)CSc2nc3c(c(=O)n(C)c(=O)n3C)n2C)cc1	-3.2	-6.9	3.1	3.2	99.0	3.7	-5.1	-2.7	-2.6	-0.2
O=C(OCc1cn([C@H]2CN(C(=O)c3cccs3)[C@@H](c3ccccc3)C[C@@H]2O)nn1)c1ccccc1	-0.4	-4.3	-0.4	11.8	98.0	-1.0	5.6	-7.6	-0.6	-7.0
CSc1ccc(CN2CCC2(C)C(=O)NCc2ccccc2Br)cc1 (centres undefined)	0.5	-4.5	0.1	9.4	99.0	-11.6	4.9	-5.7	-7.5	-6.8
CCOc1ccccc1N(CC(=O)N(C)Cc1ccccc1)S(=O)(=O)c1ccccc1	-1.8	-2.0	.	4.2	98.0	-8.1	2.7	1.8	-1.4	-1.9
